# Assay outcomes from PubChem BioAssay.
# RORg inh – inhibitors of mouse ROR gamma transcriptional activity; AID 2551; Potency, µM (highest dose often 53.6 µM), inactives show at the top dose activity change, negative = inhibition, most hits filed as inhibitors; 5.4% of 310,000 active; Drosophila S2 Gal4-RORgamma UAS-luciferase reporter, 20 h; further: potency means the concentration at half of the fitted maximal effect; on the % scale 0 is the no-effect control and ±100 the full control effect; nearly all actives have a fitted effect of over 60% in size
# Target sequence (P51450 whole entry, looked up, the tested form may be a part): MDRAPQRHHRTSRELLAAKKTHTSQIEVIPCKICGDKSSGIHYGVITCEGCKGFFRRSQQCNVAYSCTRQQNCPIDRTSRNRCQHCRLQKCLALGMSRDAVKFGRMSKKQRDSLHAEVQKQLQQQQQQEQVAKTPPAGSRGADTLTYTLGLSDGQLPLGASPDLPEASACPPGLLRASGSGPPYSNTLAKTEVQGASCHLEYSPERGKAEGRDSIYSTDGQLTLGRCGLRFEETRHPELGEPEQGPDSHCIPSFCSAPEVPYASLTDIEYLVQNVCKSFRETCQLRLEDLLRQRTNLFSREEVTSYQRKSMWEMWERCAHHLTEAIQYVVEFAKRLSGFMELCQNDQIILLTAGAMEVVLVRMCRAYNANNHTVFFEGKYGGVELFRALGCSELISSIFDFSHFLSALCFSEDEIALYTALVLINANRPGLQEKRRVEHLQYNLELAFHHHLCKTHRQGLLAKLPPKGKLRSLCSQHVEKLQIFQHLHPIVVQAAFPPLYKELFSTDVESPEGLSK
#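 A Gal4/UAS one-hybrid system in insect cells: metallothionein-promoter Gal4–ROR gamma fusion plus Photinus luciferase reporter. Copper sulfate 700 uM final, 20 hr ambient incubation, luminescent detection after 10 min with reagent.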
# p53 reactivator – restores transcriptional activity of mutant p53 | H1299 p53-A138V BP100-luciferase reporter, luminescence, 24 h | 0.063% of 320,000 active | Potency, µM (series often up to 92.2 µM), inactives show at the highest dose activity change, positive = activation, actives largely listed as activators; further: potency means the concentration at half of the fitted maximal effect; % of control where 0% means no effect; nearly all actives have a fitted effect of over 45% in size
#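 H1299 (p53-null), stable ts p53-A138V + BP100-Luc; 1000 cells/well, Opti-MEM/10% FBS; cpd 4 pt, 1:5; 24 h, 37 deg C, 5% CO2; detection reagent 10 min RT; luminescence.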
# Rab9 prom act – activators of Rab9 promoter; Huh7 Rab9 promoter-luciferase reporter, luminescence, 24 h; AID 485297; 2.8% of 320,000 active; Potency, µM (top dose mostly 9.22 µM), for the others: at the top dose activation, negative = inhibition, usual class: activators; further: potency means the concentration at half of the fitted maximal effect; % of control where 0% means no effect; nearly all actives have a fitted effect of over 60% in size
#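 Luciferase signal after 10 min detection reagent at ambient indicates Rab9 promoter upregulation; stably transfected Huh7 cells were treated 24 h with compound in DMSO at 37 °C, 5% CO2.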
# ELG1 genotox – genotoxicity induction in ELG1-luciferase HEK293T cells; HEK293T ELG1-luciferase reporter, luminescence, 16 h; Potency, µM (titrated, usually from 46 µM), inactives show at the top dose activity change, positive = activation, most hits filed as activators; 1.3% of 330,000 active; further: potency means the concentration at half of the fitted maximal effect; % of control where 0% means no effect; nearly all actives have a fitted effect of over 60% in size
#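 ELG1-luciferase HEK293T cells, 2,000/well; compound pinned in; 16 hr, 37 °C, 5% CO2; ONE-Glo, 30 min RT; luminescence on CCD imager.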
# VP16 counter – counter-screen for ROR gamma inhibitors: Gal4-VP16 reporter; Potency, µM (doses to about 53.6 µM), for inactives: at the top dose activity, negative = inhibition, most hits filed as inhibitors; 3.5% of 310,000 active; Drosophila S2 Gal4-VP16 UAS-luciferase, luminescence, 20 h;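 further: Gal4-VP16 expression switched on by copper sulfate through the metallothionein promoter; potency means the concentration at half of the fitted maximal effect; on the % scale 0 is the no-effect control and ±100 the full control effect; nearly all actives have a fitted effect of over 50% in size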
# NPC1 prom act – activates the NPC1 promoter | Potency, µM (highest dose often 9.22 µM), inactives show at the top dose activation, most hits filed as activators | 2.4% of 320,000 active | Huh7 NPC1 promoter luciferase reporter, 24 h;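 further: potency means the concentration at half of the fitted maximal effect; % of control where 0% means no effect; nearly all actives have a fitted effect of over 60% in size; reporter is driven by a mutant NPC1 promoter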
#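 Luminescence read-out of NPC1 promoter-driven luciferase in stably transfected Huh7 cells; compounds delivered in DMSO and left 24 h at 37C, 5% CO2, qHTS titration format.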
# BRCA1 expr up – BRCA1 expression activation; Potency, µM (top dose mostly 46.1 µM), inactives show at the top dose activation, most hits filed as activators; MCF7-BRCA1-FFLuc reporter, luminescence, 48 h; response scale: scaled: vehicle 0%, 10 µM genistein 100%; AID 624202; 1.1% of 380,000 active; further: potency means the concentration at half of the fitted maximal effect; nearly all actives have a fitted effect of over 80% in size; some results filed as inactive show a strong effect at the top dose
#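 Luminescence from a BRCA1-driven firefly luciferase in MCF7 cells was read after 48 h compound exposure at 37 C. Data normalized against DMSO and a 10microM genistein activation control, then curve-fitted across the titration.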
# PKM2 activator – activators of human pyruvate kinase M2; P14618; purified PKM2, Kinase-Glo ATP luminescence, activation; response scale: 0% is enzyme alone, no compound; Potency, µM (top dose mostly 57.5 µM), without a hit: at the highest dose activation, hits mostly activators; 0.34% of 260,000 active; further: potency means the concentration at half of the fitted maximal effect; on the % scale 0 is the no-effect control and ±100 the full control effect; nearly all actives have a fitted effect of over 55% in size
#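 Purified hPK-M2 (>95%) run at intermediate activity with 0.1 mM ADP and 0.5 mM PEP in 50 mM imidazole pH 7.2, KCl, MgCl2; 1 h room temperature. ATP formed read by Kinase-Glo luminescence; normalized to uninhibited and no-enzyme controls.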
# Giardia killer – Giardia lamblia killing | Giardia lamblia trophozoite viability | 0.15% of 340,000 active | AID 540267 | activity change, % at 7.66 µM, hits read low; in the data active means activity change below about -80%; inconclusive means between about -30% and that limit;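 further: parasites exposed to compound for two days anaerobically before the ATP read; on the % scale 0 is the no-effect control and ±100 the full control effect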
#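 Trophozoite viability was measured as ATP-dependent luminescence, read 15-30 min after reagent addition. Before that, parasites at 100 cells/well were exposed to compounds for 48 h, anaerobically, at 37 deg C.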
# Menin-MLL TR inh – displaces Texas Red mutant MLL peptide from human menin. Potency, µM (titrated, usually from 61.6 µM), without a hit: at the top dose FP activity change, negative = inhibition, actives largely listed as inhibitors. 0.23% of 270,000 active. Menin + Texas Red MLL mutant peptide, fluorescence polarization; active means well fitted inhibition curve with a large enough effect in the polarisation, with a control signal flat, not every such curve was filed as active; inconclusive means small, poorly fitted or top-dose-only effect, or effect the other way, or a change in a side signal; inactive means no such curve, though single readings can be large or run the other way; the % refers to the polarisation; further: potency means the concentration at half of the fitted maximal effect; % of control where 0% means no effect; many of its hits are not listed in these tables
# FLuc modulator – firefly luciferase modulation, counter-screen for miR-21 project. P08659. purified FLuc, Km substrates, luminescence inhibition. Potency, µM (highest dose often 57.5 µM), without a hit: at the highest dose activity change, negative = inhibition, hits mostly inhibitors. 6.9% of 360,000 active. AID 588342;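 further: potency means the concentration at half of the fitted maximal effect; plate controls were vehicle for no effect and reference inhibitor for full effect; nearly all actives have a fitted effect of over 55% in size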
# Target sequence (P08659 whole entry, looked up): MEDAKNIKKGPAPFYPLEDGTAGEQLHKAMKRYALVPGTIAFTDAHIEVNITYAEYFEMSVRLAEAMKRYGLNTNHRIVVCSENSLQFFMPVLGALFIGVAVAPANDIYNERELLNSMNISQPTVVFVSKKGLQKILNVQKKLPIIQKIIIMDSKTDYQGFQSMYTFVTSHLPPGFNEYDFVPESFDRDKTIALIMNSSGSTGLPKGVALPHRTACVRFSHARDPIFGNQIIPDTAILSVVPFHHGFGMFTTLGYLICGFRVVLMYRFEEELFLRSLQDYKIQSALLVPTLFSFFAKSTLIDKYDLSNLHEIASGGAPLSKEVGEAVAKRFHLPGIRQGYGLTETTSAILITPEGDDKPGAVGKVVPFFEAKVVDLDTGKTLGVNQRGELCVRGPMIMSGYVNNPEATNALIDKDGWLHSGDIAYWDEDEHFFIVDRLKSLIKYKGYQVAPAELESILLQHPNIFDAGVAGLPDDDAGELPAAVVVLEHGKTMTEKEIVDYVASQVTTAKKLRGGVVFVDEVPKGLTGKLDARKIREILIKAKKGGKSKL
#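 Purified P. pyralis luciferase, 10 nM final, with Km-level 10 uM D-luciferin and 10 uM ATP in 50 mM Tris acetate pH 7.5, 10 mM Mg acetate, 0.01% Tween-20, 0.05% BSA; 6-point qHTS titration about 60 µM downward; luminescence read.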
# * marks the source's active call; other numbers are inactive results; ? = inconclusive; nt = not tested or not shown; [ ] = another dose, or the depositor's remark. Unless noted, the call rests on the fitted dose curve; in most records, active means well fitted curve in the direction sought with a large enough effect; inconclusive means small, poorly fitted or top-dose-only effect, or another doubt; inactive means no such curve, though single readings can be large; an effect the other way counts as inactive or inconclusive.
canonical_smiles	RORg inh	p53 reactivator	Rab9 prom act	ELG1 genotox	VP16 counter	NPC1 prom act	BRCA1 expr up	PKM2 activator	Giardia killer	Menin-MLL TR inh	FLuc modulator
COc1ccc(CN2C(=O)c3cccnc3C2=O)cc1S(=O)(=O)N(C)Cc1ccco1	-1.6%	8.2%	-0.1%	2.0%	1.0%	-1.6%	6.4%	nt	17.3	0.0%	0.5%
O=C1/C(=C/c2ccc(Cl)cc2)NC(=S)N1Cc1cccnc1	4.9%	0.4%	0.2%	-8.9%	-1.8%	-1.2%	26.3%	?	-19.5	5.7%	-10.5%
Cc1ccc(S(=O)(=O)N(C)C)cc1NC(=O)Nc1c(-c2ccccc2)noc1C	-9.1%	-1.7%	-10.8%	-4.2%	-4.2%	0.5%	1.5%	1.9%	6.5	nt	-0.5%
CN1CCN(C(=O)/C(=C/c2ccc(N(C)C)cc2)NC(=O)c2ccccc2)CC1	-3.9%	-1.1%	0.3%	13.0%	3.8%	0.8%	-4.4%	nt	-8.3	nt	4.8%
CCOc1ccc(N2CCn3c2nc2c3c(=O)n(CCc3ccccc3)c(=O)n2C)cc1	-9.9%	-0.2%	-1.6%	0.8%	-10.4%	13.4%	nt	-3.6%	nt	-20.9%	2.8%
COc1ccccc1NC(=O)C/C(N)=N/O	-1.6%	-4.5%	-0.6%	0.2%	1.2%	0.5%	-11.9%	-9.7%	-3.1	6.9%	4.2%
O=[N+]([O-])/C(C(Cl)=C(Cl)Cl)=C(/NC1CC1)Sc1ccccc1	6.6%	1.5%	-2.3%	5.8%	18.6%	-0.9%	-16.5%	4.0%	5.6	-15.1%	-19.9%
CC(=O)c1ccc(Sc2nnc(C)s2)c([N+](=O)[O-])c1	17.0%	-3.8%	-5.4%	-7.7%	1.7%	-8.4%	15.1%	3.8%	9.3	8.7%	1.3%
N#Cc1ccsc1NC(=O)COC(=O)c1ccc2ccccc2c1	0.7%	?	0.447µM*	?	-5.9%	?	?	-0.9%	-26.1	?	10.7µM*
Cc1ccc(C(=O)N2CCN(c3ccc([N+](=O)[O-])c(NCc4ccco4)c3)CC2)cc1	28.1%	-4.2%	-0.2%	-2.4%	0.2%	-1.2%	-23.7%	-5.1%	-11.4	-22.7%	-2.8%
O=C(Cn1c(NCCCO)nc2ccccc21)c1ccc(Br)cc1	1.1%	-5.6%	2.6%	-2.0%	-8.4%	-3.3%	-31.7%	-3.8%	-1.7	8.1%	12.1%
COc1ccc(C2CC(=O)c3cnc(N4CCN(Cc5ccccc5)CC4)nc3C2)cc1 (centres undefined)	?	6.3%	-20.7%	-5.9%	?	-0.1%	-12.0%	-1.9%	-4.8	-19.1%	-2.6%
Cc1ccc(-c2nnc(N3CCCCC3)c3ccccc23)cc1S(=O)(=O)N1CCN(C)CC1	-5.9%	-2.1%	-4.1%	-7.7%	?	0.2%	-0.2%	-0.6%	2.0	?	?
CC(C(=O)Nc1ccccc1)N1C(=O)c2ccccc2C1=O (centres undefined)	-1.2%	3.9%	-7.4%	-0.2%	-1.4%	-5.1%	4.1%	-3.0%	14.4	13.2%	-1.7%
COc1ccc(C(=O)Cn2cnc3ccc(Cl)cc3c2=O)cc1F	25.1%	-6.3%	-3.9%	5.8%	-5.2%	-4.3%	0.0%	nt	17.1	-22.3%	-0.5%
O=C(O)Cn1ccc2ccccc21	8.1%	6.7%	-0.3%[1.84 µM]	0.5%	4.7%	-7.5%	-3.1%	-0.3%	-5.7	2.3%	-16.8%
O=C(CCc1ccccc1)c1c(O)cc(O)cc1O	35.6%	4.2%	-2.5%	-0.8%	1.9%	7.0%	0.2%	-0.4%	-14.0	nt	?
O=C(NCCc1ccccc1Cl)C1CCC(=O)N(Cc2ccc(Cl)cc2)C1 (centres undefined)	30.8%	-10.0%	8.7%	-3.8%	-14.3%	0.5%	-14.4%	-2.5%	1.1	nt	-5.3%
CCCCSc1nnc(-c2ccc(C)cc2)n1C	-0.3%	14.1%	3.55µM*	3.1%	-6.7%	3.98µM*	17.9%	-8.4%	-3.1	?	?
Cc1ccc(O)c(C=Nc2cc(C)ccc2O)c1	?	?	0.3%	-0.1%	20µM*	-0.4%	-32.7%	-3.9%	1.7	6.9%	-6.8%
CC(C)(C)OC(=O)N1Cc2cc3ccccc3nc2C1CO (centres undefined)	29.4%	13.6%	1.9%	-5.5%	1.9%	-0.3%	-1.3%	-2.2%	-1.8	?	3.6%
O=C(O)Cn1cnc2c(oc3ccccc32)c1=O	-0.2%	0.6%	-3.6%	-1.1%	-1.2%	-0.6%	0.0%	0.1%	-10.6	nt	-4.2%
CC1(NC(=O)CN2CCN(c3cnn(-c4ccccc4)c(=O)c3Cl)CC2)CCS(=O)(=O)C1 (centres undefined)	nt	-11.8%	0.8%	-1.0%	nt	-3.5%	-2.7%	nt	-23.6	nt	13.9%
CCc1cc2c(NCCO)ncnc2s1	0.0%	4.7%	8.9%	-2.3%	-1.4%	0.0%	-67.9%	-1.7%	-25.3	22.3%	-0.9%
CC(=O)SCC(=O)N=c1sc2cc(F)ccc2n1C	-38.0%	nt	nt	nt	21.5%	nt	-28.8%	?	-23.4	-2.5%	?
O=C(Cc1c(Cl)cccc1Cl)OCc1ccccn1	32.6%	21.5%	25.3%	23.1µM*	?	25.1%	66.1%	4.0%	-2.6	-16.2%	?
COCC(=O)NC1CC2CCCC(C1)N2Cc1ccccc1 (centres undefined)	0.0%	7.6%	10.1%	-0.3%	-2.0%	-3.6%	3.4%	-0.4%	2.6	0.6%	0.5%
CCN(CC)c1ccc(NC(=O)C2CCCN(S(=O)(=O)c3cnc[nH]3)C2)c(C)c1 (centres undefined)	12.4%	9.9%	0.4%	-0.8%	?	7.3%	36.1%	11.1%	12.7	-2.5%	-2.1%
COC(=O)c1cc(C(=O)OCC(=O)N(C)c2ccccc2)cc([N+](=O)[O-])c1	-15.4%	4.2%	-1.1%	-0.9%	-0.5%	0.5%	3.3%	2.1%	4.1	-8.8%	4.0%
COc1cccc(C(=O)NC(C)C(c2cccs2)N2CCN(C)CC2)c1 (centres undefined)	?	-2.1%	-4.5%	0.9%	-3.2%	1.8%	4.5%	1.8%	-9.7	5.8%	4.6%
CCOC(=O)CC1CCCCN1Cc1nc(-c2ccc(F)c(OC)c2)oc1C (centres undefined)	3.55µM*	0.0%	1.2%	-5.6%	-13.5%	-5.1%	-19.7%	1.9%	-4.5	?	-3.5%
CCN1CCN(C2=C(NS(=O)(=O)c3ccccc3)C(=O)c3ccccc3C2=O)CC1	10µM*	-12.8%	0.4%	-7.2%	?	-0.1%	-73.0%	nt	39.7[activator]	nt	?
CC(/C=C/c1ccccc1)=N\NC(=O)CSc1ccccn1	-30.0%	6.3%	-7.2%	1.0%	3.0%	1.3%	16.8%	4.1%	-2.1	?	?
O=C(CCNC(=O)c1ccc(Cl)cc1)NCCCN1CCOCC1	nt	-3.2%	-5.4%	2.1%	nt	0.7%	3.6%	nt	-9.2	nt	1.8%
Cc1ccc(-n2c(=O)[nH]c3ncccc3c2=O)cc1	-13.0%	7.2%	-11.9%	0.9%	-5.4%	-0.5%	-3.0%	-9.3%	-4.3	-1.3%	0.7%
Cc1ccc(C)c(Cn2nnc3c(=O)[nH]c(C4CCCN(C(=O)C5CCC5)C4)nc32)c1 (centres undefined)	32.4%	2.1%	4.3%	-6.2%	-9.8%	-5.6%	-36.0%	2.2%	-20.5	-15.5%	2.7%
O=C(COc1ccc2c3c(c(=O)oc2c1)CCCC3)N1C[C@H]2C[C@@H](C1)c1cccc(=O)n1C2	3.0%	nt	-2.3%	?	2.3%	0.9%	1.7%	-0.6%	-0.6	-18.5%	-0.7%
COc1ccc(/C=N\NC(=O)c2ccc(-c3ccccc3)cc2)cc1COC(C)=O	?	9.6%	0.5%	-15.1%	-10.9%	-9.9%	-40.1%	-2.1%	-5.1	nt	-7.3%
CN(CCC#N)C(=O)CSc1ncnc2sc(-c3ccccc3)cc12	27.4%	13.6%	20.4%	-0.7%	12.4%	16.3%	22.8%	0.5%	-12.4	8.7%	10.7µM*

# An excerpt, so the mix of outcomes need not match the whole.
